HttQ103 aggreg: reduces HttQ103-GFP aggregates in PC12 cells; PC12 HttQ103-GFP aggregates, Acumen cytometry, 40 h; Potency, µM (series often up to 46.1 µM), without a hit: at the top dose activity change, negative = inhibition, usual class: inhibitors; 220,000 compounds, 1.1% hits; also: potency is read from the fitted curve at half-maximal effect; % is scaled to controls: 0 for no effect and ±100 for the full control effect; nearly all actives have a fitted effect of over 60% in size
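Read-out: GFP aggregate count by laser scanning cytometer (488 nm excitation, 500-530 nm emission, 1–25 µm objects >6 SD above background). Cells: PC12, inducible HTTex1-Q103-GFP, 100 nM tebufenozide; compounds titrated.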
CBFb RUNX1 block: inhibitors of human CBF-beta and RUNX1 interaction. AID 1477. Q01196+Q13951. AlphaScreen CBFb-His/RUNX1-biotin binding, biochemical. 230,000 tested, under 10 active. Potency, µM (highest dose often 59.8 µM), inactives show at the highest dose activity, negative = inhibition, actives largely listed as inhibitors; also: % of control where 0% means no effect
Target sequence (Q01196 whole entry, looked up): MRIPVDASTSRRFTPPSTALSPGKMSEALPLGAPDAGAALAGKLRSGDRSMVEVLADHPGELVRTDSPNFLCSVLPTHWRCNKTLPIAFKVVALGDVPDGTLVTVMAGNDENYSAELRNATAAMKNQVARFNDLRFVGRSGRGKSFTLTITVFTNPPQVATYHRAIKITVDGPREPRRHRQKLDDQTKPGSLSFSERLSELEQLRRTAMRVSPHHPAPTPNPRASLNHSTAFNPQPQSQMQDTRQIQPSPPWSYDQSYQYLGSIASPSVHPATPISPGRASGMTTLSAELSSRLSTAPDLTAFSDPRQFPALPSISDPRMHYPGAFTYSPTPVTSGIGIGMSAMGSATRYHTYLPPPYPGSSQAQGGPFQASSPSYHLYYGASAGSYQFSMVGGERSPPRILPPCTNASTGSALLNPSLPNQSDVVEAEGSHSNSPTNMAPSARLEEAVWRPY
Target sequence (Q13951 whole entry, looked up): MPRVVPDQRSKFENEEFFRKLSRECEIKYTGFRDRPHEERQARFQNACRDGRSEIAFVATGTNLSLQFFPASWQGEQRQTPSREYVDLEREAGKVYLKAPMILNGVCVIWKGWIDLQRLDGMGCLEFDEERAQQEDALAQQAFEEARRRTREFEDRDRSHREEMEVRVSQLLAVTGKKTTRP
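Read-out: AlphaScreen. Format: His-CBF-beta with biotinylated RUNX1 (30 nM each) preincubated 20 min, compound 15 min, Ni-chelate plus streptavidin beads 90 min; room temperature throughout.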
HTT ATP protect: protects HTT-Q103 PC12 cells, measured by ATP | PC12 HTT-Q103 induced, cytoprotection, ATP luminescence, 40 h | Potency, µM (series often up to 56.4 µM), for inactives: cytoprotection (ATP increase), usual class: activators | 230,000 compounds, 0.14% hits;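 also: potency is read from the fitted curve at half-maximal effect; % of control where 0% means no effect; nearly all actives have a fitted effect of over 45% in size; toxic huntingtin expression switched on by the ecdysone agonist tebufenozide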
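Huntington model: PC12 line, ecdysone-inducible HTTQ103 exon1–GFP, tebufenozide 100 nM. Test articles in a dose series. Endpoint luminescence from cellular ATP.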
GAA glycogen: inhibitors or activators of human alpha-glucosidase glycogen cleavage; P10253; recombinant GAA, glycogen substrate, Amplex Red glucose oxidase fluorescence; Potency, µM (series often up to 76.4 µM), for inactives: at the top dose activity change, negative = inhibition, usual class: inhibitors; 300,000 compounds, 0.38% hits;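 also: potency is read from the fitted curve at half-maximal effect; 0% = full enzyme reaction and -100% = no-enzyme basal signal; the screen sought inhibitors and activators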
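qHTS, 1536-well; enzyme 4 nM final; cpd up to 77 uM; substrate bovine liver glycogen 30 ug; 50 mM citrate/phosphate pH 5.0, 0.01% Tween-20; 37 C, 40 min; Amplex Red detection 45 min RT; Hill fit → AC50.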
GAA inh: inhibitors of human lysosomal alpha-glucosidase | P10253 | purified human GAA, 4-MU-alpha-glucoside fluorescence | Potency, µM (titrated, usually from 76.9 µM), for inactives: at the highest dose activity change, negative = inhibition, actives largely listed as inhibitors | 200,000 compounds, 0.005% hits;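 also: potency is read from the fitted curve at half-maximal effect; plate controls were uninhibited enzyme wells for no effect and no-enzyme background for full effect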
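Human alpha-glucosidase, 4 nM, pre-mixed with test compounds before 400 uM 4-methylumbelliferyl substrate; 20 min room temperature at pH 5.0. Fluorescence read after pH 10 stop; AC50 values from Hill-equation fits.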
GAA spleen mod: inhibitors or activators of human alpha-glucosidase in spleen homogenate | P10253 | 240,000 compounds, 0.006% hits | Potency, µM (titrated, usually from 79.9 µM), inactives show at the highest dose activity change, negative = inhibition, usual class: inhibitors | human spleen homogenate, 4-MU-alpha-glucoside fluorescence;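 also: potency is read from the fitted curve at half-maximal effect; 0% = enzyme with vehicle and -100% = no enzyme basal signal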
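Compounds were titrated against alpha-glucosidase in spleen homogenate at pH 5.0, with 1 mM 4-methylumbelliferyl substrate for 40 min at 37 C. Reactions were quenched with pH 10 NaOH/glycine and fluorescence measured.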
LMNA splice mod: LMNA splicing modulation; HeLa LMNA splicing GFP/RFP minigene ratio, 48 h; Potency, µM (series often up to 46.1 µM), for the others: at the highest dose ratio change, negative = inhibition, usual class: inhibitors; 200,000 compounds, 0.01% hits; AID 1487; active = well fitted inhibition curve with a large enough effect in the signal ratio, with a control signal flat, not every such curve was filed as active; inconclusive = small, poorly fitted or top-dose-only effect, or effect the other way, or a change in a side signal; the % refers to the signal ratio; also: potency is read from the fitted curve at half-maximal effect; % is scaled to controls: 0 for no effect and ±100 for the full control effect
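S3 HeLa cells stably expressing lamin A-EGFP splicing minigene plus DsRed2, 600 cells/well, 48 h compound exposure at 37C. Laser-scanning cytometry; analysed as GFP (500-530 nm)/RFP (575-640 nm) total intensity ratio; 0.5% DMSO vehicle.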
* = called active by the depositor; ? = inconclusive; . = no result given; [ ] = remark or other dose. Unless noted, calls follow the shape of the dose curve; as a rule, active = well fitted curve in the direction sought with a large enough effect; inconclusive = small, poorly fitted or top-dose-only effect, or another doubt; inactive = no such curve, though single readings can be large; an effect the other way counts as inactive or inconclusive. No enrichment for hits (roughly 1.5% active in at least one column).

No. | compound | HttQ103 aggreg | CBFb RUNX1 block | HTT ATP protect | GAA glycogen | GAA inh | GAA spleen mod | LMNA splice mod
1 | COc1ccc(CN(C(=O)CNC(=O)c2ccco2)C(C(=O)NC2CCCC2)c2ccco2)cc1 (stereo not drawn) | 1% | 9% | 8% | 7% | -3% | -16% | -1%
2 | CCCOc1ccc(/C(O)=C2/C(=O)C(=O)N(CCCn3ccnc3)C2c2ccco2)cc1 (stereo not drawn) | 9% | -7% | -20% | -18% | 8% | -6% | 4%
3 | O=c1cc(CSc2nnc(COc3ccccc3)n2-c2ccccc2)c2ccccc2[nH]1 | 19% | 0% | 14%[10 µM] | 2% | -1% | 1% | 5%
4 | O=C(CC1C(=O)NCCN1Cc1ccc(-c2ccccc2)cc1)NCc1ccncc1 (stereo not drawn) | -4%[9.22 µM] | -9% | -1%[10 µM] | -6% | 10% | 0% | 13%[46 µM]
5 | CC(SCc1cc(=O)n2c([nH]c3ccccc32)c1C#N)C(=O)O (stereo not drawn) | -11% | -4% | 10%[10 µM] | 6% | 5% | -2% | 8%[9.22 µM]
6 | COc1cccc(/C=C/c2ccc3ccccc3n2)c1OC(C)=O | 10%[9.22 µM] | 26% | -56%[inhibitor][10 µM] | -11% | . | -3% | .
7 | CCOC(=O)N1CCN(C(=O)C2CCN(Cc3ccc(O)c(OCC)c3)CC2)CC1 | 10% | 10% | -24% | -15% | 8% | 1% | 8%[46 µM]
8 | COc1ccc(N/C(=N/c2nc(C)cc(C)n2)NC(=O)Nc2ccc(Cl)c(Cl)c2)c(OC)c1 | 28% | -1% | -9%[10 µM] | -8% | ? | -3% | 2%
9 | C=CCn1c(SCC(=O)c2ccc(O)c(O)c2)nnc1-c1ccccc1OC | -25% | -7% | -19% | 18µM* | -3% | 0% | -12%
10 | N[C@H](Cc1c[nH]c2ccccc12)C(=O)O | 32µM* | ? | -111%[inhibitor] | . | . | -19% | ?
11 | CCN(CC)c1ccc(O)c(C=Nc2ccc(C)c(C)c2)c1 | 4% | 2% | 9% | -7% | -8% | -8% | -20%[46 µM]
12 | CCOC(=O)c1ccc2c(c1)n(CC)c(/C=C/Nc1ccccc1)[n+]2CC | 22% | 4% | 10% | 14% | 5% | -7% | 0%[0.0737 µM]
13 | CN1CCC(Oc2ccccc2Sc2ccc(C(F)(F)F)cc2)CC1 | -12% | 3% | . | 2% | -7% | -5% | -2%
14 | O=C(CNS(=O)(=O)c1ccc(Br)cc1)N1CCN(c2ccc(F)cc2)CC1 | -19% | -3% | 21%[10 µM] | 2% | 0% | 2% | -14%
15 | Cc1cc(OCC(=O)N2CCOCC2)ccc1[N+](=O)[O-] | 8%[9.22 µM] | 9% | 19%[10 µM] | -6% | . | 7% | .
16 | O=C(c1ccco1)N1CCN(C(=O)C2c3ccccc3Oc3ccccc32)CC1 | 2% | 0% | -19%[0.074 µM] | -1% | -1% | -16% | 7%
17 | O=C(Nc1ccc2c(c1)OCCO2)c1ccc(Br)s1 | -4% | -3% | 13%[10 µM] | -3% | 0% | -4% | -13%
18 | C(=N\N1CCN(Cc2ccccc2)CC1)/c1ccccc1 | 3%[9.22 µM] | 6% | 15%[10 µM] | ? | . | 2% | .
19 | CC[N+](CC)(CC)C/C(N)=N/O | 9% | 10% | -5% | 5% | -7% | 6% | -1%
20 | Cc1ccc(-c2nc(C#N)c(NCCc3ccccn3)o2)cc1 | 10% | -4% | -26% | -12% | 1% | 4% | 16%
21 | O=C(COC(=O)c1ccccc1Cl)NC(=O)NCc1ccccc1 | 5% | -1% | -18%[10 µM] | 6% | -2% | -8% | 14%
22 | COc1ccc(-c2nnc(NC(=O)c3cccs3)s2)c(OC)c1 | 6%[9.22 µM] | 14% | 4%[10 µM] | -11% | -5% | -1% | .
23 | C=CCn1c(SCC(=O)OCc2ccccc2)nc2c1c(=O)n(C)c(=O)n2C | -8% | 1% | 0%[10 µM] | -1% | ? | -7% | 3%
24 | COc1ccc(CC(=O)Nc2ccc(C(=O)NC(C)(C)C)cc2)cc1OC | -14%[9.22 µM] | -2% | -5% | 15% | 8% | 1% | -8%[46 µM]
25 | Cc1ccc2c(c1Br)/C(=N/N1C(=O)c3ccccc3C1=O)C(=O)N2 | ? | -3% | -39%[inhibitor] | 10% | ? | -23% | -1%
26 | COc1cc(-c2cc(C(=O)NN3CCN(C)CC3)c3ccccc3n2)cc(OC)c1OC | 1% | -5% | -17%[10 µM] | 8% | 8% | -4% | -22%
27 | COc1cccc(C(=O)NC(=S)Nc2ccc3oc(=O)ccc3c2)c1 | -20% | 4% | -5%[10 µM] | 12% | 4% | -5% | -13%
28 | CN1CCN(c2nc(-c3ccc(N(C)C)cc3)nc3ccccc23)CC1 | . | . | -69%[inhibitor] | . | . | 8% | ?
29 | C/C(=N\NC(=O)CN1CCN(Cc2ccccc2)CC1)c1ccncc1 | -1%[9.22 µM] | 3% | 12%[10 µM] | 6% | 3%[15.4 µM] | 2% | .
30 | Cc1cc(C)nc(-n2ncc3c2CC(c2ccc(F)cc2)CC3=O)n1 (stereo not drawn) | 2% | -9% | -33%[inhibitor] | 7% | -5% | . | .
31 | COC(=O)C1=C(COc2ccc(C=O)cc2OC)NC(=O)NC1c1cc(C)ccc1C (stereo not drawn) | 1% | -2% | 24%[10 µM] | 11% | -2% | -6% | -16%
32 | C=CCn1c(SCC(=O)NC2CC2)nc2sc(CC)cc2c1=O | 4% | 6% | -8% | -3% | 6% | 4% | -9%[46 µM]
33 | C/C(Cc1ccccc1)=N\NC(=O)c1ccc(F)cc1 | -8% | 2% | 1%[10 µM] | -17% | 3% | -2% | -13%
34 | O=C(Nc1ccc(S(=O)(=O)N2CCCC2)cc1)C1CCCN1C(=O)c1cccs1 (stereo not drawn) | 5% | 4% | -25% | -6% | -9% | -1% | .
35 | O=C(c1cc(Cl)nc2ccccc12)N1CCc2ccccc2C1 | 2% | 11% | -51%[inhibitor] | -2% | -13% | 7% | .
36 | COc1ccc(C2=NN(C(C#N)c3ccc(OC)c(OC)c3)C(c3ccccc3)C2)cc1 (stereo not drawn) | -14% | 5% | -29% | ? | 0% | -3% | -8%
37 | CCc1cc2c(N3CCN(C(=O)c4ccco4)CC3)ncnc2s1 | -30%[9.22 µM] | 5% | -19%[10 µM] | 2% | 11% | -5% | 7%[46 µM]
38 | NC1=NC2(CCCC2)n2c(nc3ccccc32)N1 | 2% | 12% | . | -12% | -6% | -6% | 1%[46 µM]
39 | CCOC(=O)COc1ccc2c(=O)cc(-c3ccccc3)oc2c1 | -12%[9.22 µM] | 1% | 1%[10 µM] | 10% | . | 9% | .
40 | CCCCCCOc1ccc(C(CC(=O)NC)C(=O)O)cc1 (stereo not drawn) | . | 1% | . | 14% | 3% | 6% | 9%[46 µM]

Whole records, looked up by structure. Order of values: HttQ103 aggreg	CBFb RUNX1 block	HTT ATP protect	GAA glycogen	GAA inh	GAA spleen mod	LMNA splice mod
C=CCn1c(SCC(=O)OCc2ccccc2)nc2c1c(=O)n(C)c(=O)n2C as listed: -8%	1%	0%[10 µM]	-1%	?	-7%	3%
COc1cc(-c2cc(C(=O)NN3CCN(C)CC3)c3ccccc3n2)cc(OC)c1OC as listed: 1%	-5%	-17%[10 µM]	8%	8%	-4%	-22%
O=C(Nc1ccc(S(=O)(=O)N2CCCC2)cc1)C1CCCN1C(=O)c1cccs1 (stereo not drawn) as listed: 5%	4%	-25%	-6%	-9%	-1%	.

Other compounds
No. | compound | HttQ103 aggreg | CBFb RUNX1 block | HTT ATP protect | GAA glycogen | GAA inh | GAA spleen mod | LMNA splice mod
41 | O=C(NCCN1C(=O)C2C3C=CC(C3)C2C1=O)Nc1cccnc1 (stereo not drawn) | -8% | 0% | -11% | -5% | 1% | -11% | -1%
42 | CC1CCCC(C)N1C(=O)CSc1nnc(-c2cccs2)o1 (stereo not drawn) | -8% | 10% | -7%[10 µM] | 3% | ? | -13% | -13%
43 | COC(=O)[C@@]1(C)CC[C@]2(C)CC[C@@]3(C)C(=CC(=O)C4[C@@]5(C)CC[C@H](O)C(C)(C)[C@@H]5CC[C@]43C)[C@H]2C1 (stereo partly drawn) | -38%[9.22 µM] | 16% | 5%[10 µM] | -3% | . | 9% | .
44 | COc1ccc(-c2nc(CS(=O)CC(=O)NCCC3=CCCCC3)c(C)o2)cc1 (stereo not drawn) | 4% | -2% | -3% | -16% | ? | -3% | 4%
45 | COc1ccc(N2C(=O)CC(NCc3cccs3)C2=O)cc1 (stereo not drawn) | -13% | 1% | -9% | 3% | 0% | 3% | 1%
46 | CCCCc1nc(N2CCOCC2)c(C#N)c2c1COC(C)(C)C2 | -12% | 15% | -15% | 1% | -19% | -6% | 3%
47 | Clc1ccc(-c2nnc(COc3ncnc4sccc34)o2)cc1 | 1% | -6% | -3%[10 µM] | 1% | 1% | -2% | ?
48 | Cc1ccc(-c2n[nH]c(=S)n2/N=C/c2cccs2)cc1 | 14% | -5% | 20%[10 µM] | -6% | -2% | -3% | ?
49 | CN1C(=O)/C(=C/c2cc(N=Nc3ccccc3)ccc2O)SC1=S | -29% | -14% | -11% | 5% | 4% | -5% | 2%
50 | Cc1ccc(OC(=O)c2cc(C)nn2C(C)(C)C)cc1 | -5%[9.22 µM] | 3% | 20%[10 µM] | -1% | -4%[15.4 µM] | 6% | .
51 | COc1ccccc1C(c1c(N)n(C)c(=O)n(C)c1=O)C(C)[N+](=O)[O-] (stereo not drawn) | -19%[9.22 µM] | 4% | 15%[10 µM] | 4% | . | 7% | .
52 | O=C(COC(=O)c1ccc2c(=O)n3c(nc2c1)CCC3)Nc1ccc(OC(F)F)cc1 | -4% | 5% | -21% | -4% | 0% | 6% | .
53 | CNCC(=O)N(CC(C)C)c1c(N)n(CC(C)C)c(=O)[nH]c1=O | -6% | 5% | -7% | 16% | -3% | 0% | 0%[46 µM]
54 | CCS(=O)(=O)N1CCN(Cc2ccccc2OC)CC1 | -5% | 6% | -15%[10 µM] | 1% | 3% | -8% | -3%
55 | COc1cccc(/C(C)=N/Nc2ncc(Cl)cc2Cl)c1 | 11% | -26% | 6%[1.9 µM] | -29% | -4% | -7% | 5%
56 | CCN(c1ccccc1)S(=O)(=O)c1cc(C(=O)Nc2ccccc2Cl)ccc1F | -17% | -11% | 29%[10 µM] | 3% | -12% | -1% | ?
57 | COc1cccc(-n2c(C)nn(C)c2=O)c1 | 6% | 12% | 19%[10 µM] | 4% | 5% | 0% | -4%

High-throughput results (PubChem BioAssay)
